Screens from PubChem BioAssay.
GAA inhib: qHTS Assay for Inhibitors of Human alpha-Glucosidase as a Potential Chaperone Treatment of Pompe Disease; Lysosomal alpha-glucosidase (Homo sapiens), P10253; purified human GAA, 4-MU-alpha-glucoside fluorescence; AID 1466, 2008; 200,000 tested, 0.005% active; Potency, µM (doses to about 76.9 µM), without a hit: at the top dose activity change, negative = inhibition, actives largely listed as inhibitors;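 note: plate controls were uninhibited enzyme wells for no effect and no-enzyme background for full effect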
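Compounds are titrated up to 77 uM against 4 nM human enzyme. Substrate 4-methylumbelliferyl-alpha-D-pyranoside (400 uM) reacts 20 min at room temperature in pH 5.0 buffer; liberated 4-methylumbelliferone is read at 440 nm.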
Tau fibril FP: qHTS for Inhibitors of Tau Fibril Formation, Fluorescence Polarization; Microtubule-associated protein tau (Homo sapiens), P10636; K18 P301L tau heparin fibrillization, Alexa594 FP, 6 h; Potency, µM (top dose mostly 57.7 µM), inactives show at the highest dose activity, negative = inhibition, actives largely listed as inhibitors; 280,000 tested, 0.39% active; AID 1468, 2008; note: % is set by controls: 0 for no effect and ±100 for the full control effect; nearly all actives have a fitted effect of over 55% in size
Target sequence (P10636 561-689 P618L limits assumed): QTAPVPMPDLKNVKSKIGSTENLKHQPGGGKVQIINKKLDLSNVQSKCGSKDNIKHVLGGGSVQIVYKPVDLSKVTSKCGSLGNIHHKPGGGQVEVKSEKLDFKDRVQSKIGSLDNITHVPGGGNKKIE
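Compound effects on tau fibrillization are measured by Alexa 594 fluorescence polarization (ex 555, em 632 nm). K18 P301L tau is used at 15 uM with 0.24 uM labeled tracer, and 20 uM heparin induces aggregation over 6 hr at 37 C.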
aGlu spleen mod: qHTS Assay for Inhibitors and Activators of Human alpha-Glucosidase From Spleen Homogenate. human spleen homogenate, 4-MU-alpha-glucoside fluorescence. Potency, µM (highest dose often 79.9 µM), inactives show at the highest dose activity change, negative = inhibition, hits mostly inhibitors. 240,000 tested, 0.006% active;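 note: 0% = enzyme with vehicle and -100% = no enzyme basal signal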
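Compounds were titrated against alpha-glucosidase in spleen homogenate at pH 5.0, with 1 mM 4-methylumbelliferyl substrate for 40 min at 37 C. Reactions were quenched with pH 10 NaOH/glycine and fluorescence measured.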
GAA glycogen: qHTS Assay for Inhibitors and Activators of Human alpha-Glucosidase Cleavage of Glycogen. Lysosomal alpha-glucosidase (Homo sapiens), P10253. recombinant GAA, glycogen substrate, Amplex Red glucose oxidase fluorescence. Potency, µM (series often up to 76.4 µM), for the others: at the highest dose activity change, negative = inhibition, most hits filed as inhibitors. 300,000 tested, 0.38% active;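 note: 0% = full enzyme reaction and -100% = no-enzyme basal signal; the screen sought inhibitors and activators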
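Recombinant enzyme (4 nM final) with compounds titrated up to 77 uM and bovine liver glycogen (30 ug) in citrate pH 5.0, 0.01% Tween-20, 37 C 40 min. Released glucose detected by Amplex Red/glucose oxidase (Ex 573/Em 610); AC50 from Hill fits.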
HTT cytoprotect: qHTS Multiplex Assay to Identify Dual Action Probes in a Cell Model of Huntington: Cytoprotection (ATP); PC12 HTT-Q103 induced, cytoprotection, ATP luminescence, 40 h; Potency, µM (doses to about 56.4 µM), inactives show cytoprotection (ATP increase), usual class: activators; 230,000 tested, 0.14% active; AID 1471, 2008;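 note: % of control where 0% means no effect; nearly all actives have a fitted effect of over 45% in size; toxic huntingtin expression switched on by the ecdysone agonist tebufenozide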
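Cells were plated at 1500 per well in phenol red-free DMEM with 5% equine and 5% calf serum. Tebufenozide (100 nM final) and compounds were added, then ATPlite reagent, and luminescence was read.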
GLA spleen mod: qHTS Assay for Inhibitors and Activators of Human alpha-Galactosidase From Spleen Homogenate; human spleen homogenate, 4MU-alpha-Gal fluorescence, 40 min; Potency, µM (top dose mostly 80 µM), inactives show at the top dose activity change, negative = inhibition, actives largely listed as inhibitors; 240,000 tested, 0.008% active;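 note: 0% = enzyme with vehicle and -100% = no enzyme basal signal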
Target sequence (P06280 32-429 limits assumed): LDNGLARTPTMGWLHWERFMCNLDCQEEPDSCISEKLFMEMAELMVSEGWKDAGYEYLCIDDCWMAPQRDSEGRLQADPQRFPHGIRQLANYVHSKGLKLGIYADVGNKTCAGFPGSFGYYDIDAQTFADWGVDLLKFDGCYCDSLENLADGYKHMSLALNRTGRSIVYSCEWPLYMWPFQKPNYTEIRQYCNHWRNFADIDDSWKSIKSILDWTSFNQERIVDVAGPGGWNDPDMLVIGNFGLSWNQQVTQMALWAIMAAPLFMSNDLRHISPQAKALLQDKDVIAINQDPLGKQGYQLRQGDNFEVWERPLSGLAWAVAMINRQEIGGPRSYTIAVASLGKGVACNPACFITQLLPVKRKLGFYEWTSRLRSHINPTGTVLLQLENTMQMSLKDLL
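Human spleen homogenate (1 ug) was the enzyme source, with 4-methylumbelliferyl-alpha-D-galactopyranoside (1 mM final) in pH 5.0 citrate buffer with 0.01% Tween-20. Compounds were titrated; after 40 min at 37C, NaOH/glycine stop, 4-MU fluorescence read; AC50 from Hill fits.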
Tau fluor cs: Counterscreen qHTS for Inhibitors of Tau Fibril Formation, Fluorescence Polarization | tau K18 P301L Alexa594 fluorescence, heparin fibrillization | Potency, µM (highest dose often 57.7 µM), inactives show top-dose activity change, negative = decrease | 280,000 tested, 0.93% active | AID 1463, 2008; note: % is set by controls: 0 for no effect and ±100 for the full control effect; nearly all actives have a fitted effect of over 55% in size
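Human tau K18 P301L (15 uM unlabeled, 0.24 uM Alexa 594-labeled) in 100 mM sodium acetate pH 7 with 20 uM heparin, 6 hr at 37 C. ThT 30 uM added, 1 hr ambient; Alexa 594 FP and total fluorescence read at 555/632 nm.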
Tau fibril ThT: qHTS for Inhibitors of Tau Fibril Formation, Thioflavin T Binding | recombinant tau K18 P301L, heparin-induced fibrillization, ThT fluorescence | Potency, µM (top dose mostly 57.4 µM), without a hit: top-dose activity, negative = inhibition, actives largely listed as inhibitors | 270,000 tested, 2.1% active; note: % is set by controls: 0 for no effect and ±100 for the full control effect; nearly all actives have a fitted effect of over 55% in size
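ThT emission at 510 nm, taken 1 hr after adding 30 uM dye, quantifies aggregates formed when 20 uM heparin acts on human tau K18 P301L for 6 hr at 37 C.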
Active calls of the source: *; ? = inconclusive; / = not tested or not shown; & = joins results of further samples; [ ] = another dose, or the depositor's remark. Calls come from the whole dose curve; as a rule, active = well fitted curve in the direction sought with a large enough effect; inconclusive = small, poorly fitted or top-dose-only effect, or another doubt; inactive = no such curve, though single readings can be large; an effect the other way counts as inactive or inconclusive. Potency is the fitted concentration of half-maximal effect.

SMILES	GAA inhib	Tau fibril FP	aGlu spleen mod	GAA glycogen	HTT cytoprotect	GLA spleen mod	Tau fluor cs	Tau fibril ThT
COc1ccccc1-c1noc(CSc2nnc(-c3ccccc3)n2-c2ccc(C)c(C)c2)n1	/	-4%	/	1%[76.3 µM]	/	/	-12%	-3%
CC(=O)Nc1ccc(C(=O)Nc2nc(-c3ccccn3)cs2)cc1	0%	0%	-2%	-9%	-60%[inhibitor]	-8%	-27%	?
O=C(Nc1cc(NC(=O)c2ccccc2)c(C(=O)O)cc1C(=O)O)c1ccccc1	/	11%	-5%&13%	/	-38%[inhibitor]	-5%&11%	-7%	?
COc1ccc(N2C(=O)C(CC(=O)Nc3ccc(F)cc3)N(CCc3cccs3)C2=O)cc1 (configuration not stated)	1%	-5%	-8%	7%	21%[10 µM]	7%	-21%	0%
CN1C(=O)NC(NC(=O)C2CCCCC2)(C(F)(F)F)C1=O (configuration not stated)	1%	1%	-1%	-5%	-1%	5%	9%	6%
O=c1oc2cc(Oc3ccc(C(F)(F)F)cc3[N+](=O)[O-])ccc2c2c1CCCC2	7%	-7%	-8%	-5%	-3%	-7%	-20%	?
Clc1ccc(Cn2nnc(-c3ccccc3)n2)cc1	-4%	5%	-3%	-10%	22%[10 µM]	2%	-8%	-2%
CCNc1nc2ccccc2[nH]1	-3%	-1%	6%	5%	-38%	4%	-4%	-3%
Cc1ccn(CC(C)C(=O)O)n1 (configuration not stated)	2%	1%	-4%	3%	25%[10 µM]	-11%	-4%	-10%
CCOC(=O)c1c2ccc(OCC(=O)N/N=C/c3ccc(C)cc3)cc2n2ccccc12	-2%	3%	-3%	-4%	-7%	-8%	-15%	?
Cc1ccccc1N=C1NC(=O)/C(=C/c2cccn2C)S1	/	-3%	-3%	-10%	20%[10 µM]	2%	-29%	?
Cc1cc(C(=O)Nc2ccon2)c(C)o1	-2%	3%	1%	-2%	/	3%	5%	5%

Ordered by the number under GAA inhib (low to high): 6 of the compounds above.
compound	GAA inhib	Tau fibril FP	aGlu spleen mod	GAA glycogen	GLA spleen mod	Tau fibril ThT
Clc1ccc(Cn2nnc(-c3ccccc3)n2)cc1	-4%	5%	-3%	-10%	2%	-2%
CCNc1nc2ccccc2[nH]1	-3%	-1%	6%	5%	4%	-3%
Cc1cc(C(=O)Nc2ccon2)c(C)o1	-2%	3%	1%	-2%	3%	5%
CC(=O)Nc1ccc(C(=O)Nc2nc(-c3ccccn3)cs2)cc1	0%	0%	-2%	-9%	-8%	?
CN1C(=O)NC(NC(=O)C2CCCCC2)(C(F)(F)F)C1=O (configuration not stated)	1%	1%	-1%	-5%	5%	6%
Cc1ccn(CC(C)C(=O)O)n1 (configuration not stated)	2%	1%	-4%	3%	-11%	-10%

(cont.)
SMILES	GAA inhib	Tau fibril FP	aGlu spleen mod	GAA glycogen	HTT cytoprotect	GLA spleen mod	Tau fluor cs	Tau fibril ThT
O=C(Nc1ccccc1Cl)C1(c2ccccc2)CC1(Cl)Cl (configuration not stated)	1%	-6%	4%	-3%	/	6%	-13%	-6%
C=CCOC(=O)/C(=C\c1ccccc1)NC(=O)c1ccco1	-4%	0%	-8%	8%	7%[0.074 µM]	2%	7%	3%
O=C(Cn1c(=S)[nH]c2ccccc2c1=O)N1CCN(c2ccc(F)cc2)CC1	-11%	-10%	-1%	8%	-52%[inhibitor]	-12%	-16%	-9%
Cc1cc(NC(=O)CSc2n[nH]c(-c3cccs3)n2)no1	-6%	-4%	-4%	-2%	-3%	-3%	-3%	-1%
COc1cccc(NC(=O)c2oc3ccccc3c2NC(=O)c2ccc3c(c2)OCO3)c1	0%	?	5%	-6%	-31%	15%	?	12%
COc1ccc(CCNC(=S)NC(=O)c2ccccc2)cc1C	/	-4%	5%	-8%	19%[10 µM]	12%	-22%	-17%
COc1cc(/C=C(\C#N)C(=O)NCc2cccs2)ccc1O	-11%	6%	-13%	-10%	5%[10 µM]	4%	-11%	?
COc1ccc(S(=O)(=O)N2Cc3ccccc3CC2C(=O)Nc2ccc(O)cc2)cc1OC (configuration not stated)	-2%	6%	-12%	-4%	-2%[10 µM]	-6%	-28%	?
CN(CCC1CCOCC1)C(=O)CC1C(=O)NCCN1C/C=C/c1ccccc1 (configuration not stated)	2%	3%	-2%	-1%	-5%[10 µM]	-2%	-7%	-9%
CCOC(=O)Cc1csc(NC(=O)CSc2ncnc3c2cnn3-c2ccc(OC)cc2)n1	1%	8%	4%	-3%	-38%	6%	-26%	?
O=c1c2c3c(sc2n(CCN2CCCCC2)c(=O)n1Cc1ccco1)CCCCC3	-7%	-1%	2%	8%	-7%	-5%	-13%	-15%
COc1ccc(OC)c(NC(=O)C2CCC(CNc3c(N4CCOCC4)c(=O)c3=O)CC2)c1 (configuration not stated)	/	-1%	1%	-2%	-6%[10 µM]	6%	-5%	/
O=c1c(=O)n(-c2ccc(F)c(F)c2)ccn1Cc1ccc(F)cc1Cl	/	?	/	2%[76.3 µM]	/	/	-16%	-8%
CC(Oc1ccc(Br)cc1)C(=O)Nn1c(=S)[nH]c2ncccc2c1=O (configuration not stated)	3%	6%	-18%	-7%	4%[10 µM]	-3%	1%	-4%
O=C(CCCN1C(=O)c2ccccc2C1=O)Oc1ccc(F)cc1	3%	6%	-16%	-2%	0%[0.074 µM]	-25%	-5%	-10%
COc1cc(NC(=O)C23CC4CC(C2)CC(n2nnc(C)n2)(C4)C3)c(OC)cc1Cl	4%	-13%	-1%	-8%	1%	13%	-1%	-1%
CS(=O)(=O)N(Cc1ccccc1)c1ccc(C(=O)NN=C2CCCCCC2)cc1	-1%	6%	-1%	-6%	4%[10 µM]	8%	0%	1%
COc1ccc(N=C2SCC(c3ccc([N+](=O)[O-])cc3)=NN2CCO)cc1	?	14%	-14%	2%	-18%[10 µM]	6%	?	11µM*
O=C(CSc1nc2ccccc2o1)NC(=O)NCc1ccccc1	10%	2%	1%	3%	17%	-7%	-19%	-12%
COc1ccccc1-c1cc2nc(C)c(CCC(=O)Nc3ccc(Br)c(C)c3)c(C)n2n1	/	?	/	13%[76.3 µM]	/	/	?	-15%
CCn1c(=O)c(C(C)=O)nc2ccccc21	-10%	-7%	1%	-5%	2%[0.074 µM]	-26%	2%	2%
Oc1cc(-c2ccccc2)c2ccccc2c1	?	?	4%	-5%	/	10%	?	14µM*
O=C(N/N=C1/CCS(=O)(=O)c2ccc(F)cc21)c1ccccn1	-3%	-2%	-5%	-4%	-28%	-1%	-4%	-8%
COC(=O)CNC(=O)C(Cc1c[nH]c2ccccc12)NC(=O)OC(C)(C)C (configuration not stated)	-7%	8%	-5%	2%	-9%[10 µM]	10%	5%	11%
Cn1cccc1/C=C1\SC(=Nc2cccc(O)c2)NC1=O	/	11%	6%	2%	-18%[10 µM]	4%	?	7.1µM*
COC(=O)C1=C(C)NC(C)=C(C(=O)OC)C1C(=O)OCC(=O)Nc1ccc(C(C)=O)cc1	-4%	-6%	-3%	2%	-28%	14%	4%	7%
CC(=O)n1nc(-c2cccnc2)nc1NCc1cccs1	9%	-3%	-2%	22%	-32%[inhibitor]	-1%	-2%	-1%
Cc1nn(Cc2c(Cl)cccc2Cl)c(C)c1NC(=O)c1cnn2c(C(F)F)cc(-c3ccccc3)nc12	10%	2%	-4%	11%	-79%[inhibitor][1.9 µM]	2%	10%	0%
C=CCn1c(CCC(O)COCCCCC)n[nH]c1=S (configuration not stated)	/	2%	0%	0%	-14%[10 µM]	6%	-2%	-4%
C=CCn1c(SCC(=O)c2cccs2)nnc1-c1cccc(OC)c1	-9%	-1%	-7%	5%	7%	-9%	-2%	-7%
COc1cccc(CNC(=O)C(C(=O)NCc2cccc(OC)c2)c2ncc(C(F)(F)F)cc2Cl)c1	-4%	8%	/	2%	-80%[inhibitor]	4%	-2%	-2%
CCOC(=O)C1=C(N)Oc2ccc(Br)cc2C1C(C#N)C(=O)OCC (configuration not stated)	/	0%	3%&-9%&1%	/	-26%	4%&-6%&-6%	-5%	-10%
Cc1ccc(N(C(=O)C2CCCC2)C2C=CS(=O)(=O)C2)cc1C (configuration not stated)	-1%	6%	-1%	1%	-10%	-4%	4%	-1%
CC(C)Sc1nc2c(c(=O)n1C)SC(C)C2 (configuration not stated)	0%	-15%	6%	-1%	31%[10 µM]	1%	0%	2%
CCCCC(CC)CNC(=O)Cn1c(=S)[nH]c2ncccc2c1=O (configuration not stated)	-10%	2%	5%	-6%	/	5%	10%	8%
Cc1cc(NC(=O)CN2C(=O)NC3(CCCCC3)C2=O)no1	-1%	0%	-1%	15%	-3%[10 µM]	-8%	0%	5%
CCOC(=O)c1ccc(NC(=O)CCn2c(=O)c3cccn3c3ccccc32)cc1	/	2%	/	-9%[76.3 µM]	/	/	-21%	?
CCc1ccc(S(=O)(=O)c2nnn3c2nc(N2CCCC2)c2sccc23)cc1	/	2%	/	-13%[76.3 µM]	/	/	5%	7%
O=C(COC(=O)c1ccc(S(=O)(=O)N2CCCC2)cc1)NCc1ccc(F)cc1	15%	-4%	0%	1%	19%	5%	-4%	-4%
Oc1ccc(-c2n[nH]c(C(F)(F)F)c2-c2ccccc2)c(O)c1	/	8%	-7%	8%	19%[10 µM]	-6%	?	5%
Cc1nn(C(=O)c2nn(C)cc2[N+](=O)[O-])c(C)c1Br	14%	-6%	1%	12%	4%[10 µM]	-1%	2%	-17%

Looked up one by one from above (2):
SMILES	GAA inhib	Tau fibril FP	aGlu spleen mod	GAA glycogen	HTT cytoprotect	GLA spleen mod	Tau fluor cs	Tau fibril ThT
Oc1cc(-c2ccccc2)c2ccccc2c1	?	?	4%	-5%	/	10%	?	14µM*
CCCCC(CC)CNC(=O)Cn1c(=S)[nH]c2ncccc2c1=O (configuration not stated)	-10%	2%	5%	-6%	/	5%	10%	8%
